Screening data from PubChem BioAssay.
esBAF inh = SWI/SNF esBAF complex inhibition; 2% of 350,000 active; reporter increase, % at 12.5 µM; mouse ES cells, Bmi1-luciferase knock-in reporter, 24 h; 100% = twice the neutral-well signal; AID 602393; in the data active = activation above about 40%;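 note: 0% = median of the plate's neutral control wells and 100% = double that signal; a rise in the Bmi1 reporter signal indicates esBAF inhibition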
XiGFP reactiv = activators of X-chromosome reactivation in mouse fibroblasts | activation, % at 7.58 µM | XiGFP mouse fibroblasts, % GFP-positive cells imaging, 3 d; cells co-treated with 5-aza-dC sensitizer; scaled so ellipticine positive control = 100% | AID 743238 | 0.055% of 360,000 active;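 active = mean normalized replicate activation at least 10% and every replicate at or above 10%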;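 note: 0% = median of on-plate neutral control wells and 100% = ellipticine 6 µM median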
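Material: SV40-immortalized XiGFP fibroblast cells, line 68-5-11 | Buffer or medium: DMEM containing 5-aza-dC | Dosing: One concentration, pinned | Times: 3 d treatment, 15 min room-temperature fixation | Controls: Ellipticine 6 µM positive control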
E-selectin induc = E-selectin induction on HUVECs. HUVEC E-selectin immunofluorescence imaging; normalized: neutral wells 0, TNF-alpha wells 100. activation, % at 7.58 µM. 0.37% of 260,000 active. AID 686992;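 active = mean E-selectin-positive cell signal at least 10% of the positive control, reached in at least 60% of replicates, without over 20% cell loss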;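 note: in these data hits start at about 27%; measured in HUVEC primary endothelial cells; signal is the percent of cells scored E-selectin positive by PE staining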
Target sequence (P16581 whole entry, looked up): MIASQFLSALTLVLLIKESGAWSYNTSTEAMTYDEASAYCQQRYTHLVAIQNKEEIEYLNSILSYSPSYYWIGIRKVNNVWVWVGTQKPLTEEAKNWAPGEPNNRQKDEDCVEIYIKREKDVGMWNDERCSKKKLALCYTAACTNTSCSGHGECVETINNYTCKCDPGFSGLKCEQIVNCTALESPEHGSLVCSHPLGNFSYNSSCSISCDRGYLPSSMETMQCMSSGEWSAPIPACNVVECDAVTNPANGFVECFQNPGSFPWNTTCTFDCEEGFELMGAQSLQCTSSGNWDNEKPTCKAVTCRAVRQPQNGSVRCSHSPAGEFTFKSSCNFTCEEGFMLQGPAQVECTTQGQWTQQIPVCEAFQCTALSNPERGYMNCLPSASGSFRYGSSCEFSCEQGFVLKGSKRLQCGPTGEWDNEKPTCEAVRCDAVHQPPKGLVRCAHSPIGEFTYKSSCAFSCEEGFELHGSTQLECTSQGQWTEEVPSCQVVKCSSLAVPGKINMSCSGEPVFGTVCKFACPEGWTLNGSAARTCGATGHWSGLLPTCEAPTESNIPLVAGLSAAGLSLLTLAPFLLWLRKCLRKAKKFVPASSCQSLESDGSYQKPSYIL
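assay system = HUVEC, human umbilical vein endothelial cells | input = 3,000 HUVEC seeded per well | medium = EGM-2 growth medium on 0.1% gelatin-coated wells | dosing = one compound dose added by pin transfer | signal = immunofluorescence imaging | read-out basis = % PE-positive cells | control set = TNF-alpha, DMSO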
RAD54 branch = RAD54 (human) branch migration inhibition; Q92698; RAD54 Holliday junction branch migration, FAM/BHQ fluorescence; inhibition, % at 10.4 µM; 0.14% of 360,000 active;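 active = mean normalized replicate activity at least 40 and at least half of replicates scoring 40 or more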;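 note: 0% = median of neutral control wells and 100% = median of positive control wells; inhibitors cause a drop in the FAM fluorescence signal; in these data hits start at about 50%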
RAD52 inh = RAD52 (human) annealing inhibition. P43351. recombinant RAD52 DNA annealing, FRET fluorescence. inhibition, % at 18.7 µM. 0.46% of 360,000 active;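 active = every replicate showing at least 50% inhibition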
S100A4 MyoIIA = S100A4-myosin IIA interaction inhibition; P26447; S100A4/TAMRA-MyoIIA peptide fluorescence polarization; inhibition, % at 10.7 µM; 0.14% of 360,000 active;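 active = mean inhibition of at least 70% across replicates, with every replicate also reaching that level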
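Test system – S100A4 monomer (human) · Compound – single-point compound testing · Schedule – 5 min incubation before reading · Probe or stimulus – TAMRA-labelled myosin IIA heavy-chain peptide probe, 5 nM · Benchmarks – neutral control DMSO, positive control TFP · Medium – Calcium-containing HEPES buffer, pH 7.2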
ERp5 inh = blocks human ERp5 reductase activity on insulin; Q15084; ERp5 insulin aggregation, absorbance 650 nm, 90 min; inhibition, % at 9.99 µM; 0.05% of 350,000 active;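 active = mean replicate inhibition above about 25%, with every replicate also reaching it, limit read from the data, passing the limit was not always enough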
Target sequence (Q15084 whole entry, looked up): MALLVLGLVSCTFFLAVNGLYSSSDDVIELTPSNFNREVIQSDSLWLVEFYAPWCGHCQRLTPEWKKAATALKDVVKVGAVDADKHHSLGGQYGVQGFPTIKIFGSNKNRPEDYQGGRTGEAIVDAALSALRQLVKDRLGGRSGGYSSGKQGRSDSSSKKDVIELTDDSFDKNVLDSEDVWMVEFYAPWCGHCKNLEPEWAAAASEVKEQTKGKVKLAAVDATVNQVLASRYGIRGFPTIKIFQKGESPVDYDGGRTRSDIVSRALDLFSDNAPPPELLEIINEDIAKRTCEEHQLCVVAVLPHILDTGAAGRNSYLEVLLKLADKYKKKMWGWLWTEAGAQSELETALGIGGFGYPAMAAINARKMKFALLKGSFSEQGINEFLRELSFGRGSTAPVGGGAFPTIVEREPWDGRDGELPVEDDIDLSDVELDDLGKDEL
ERAP1 HTS inh = blocks human ERAP1 aminopeptidase activity. inhibition, % at 10.7 µM. Q9NZ08. 0.15% of 340,000 active. AID 652197. recombinant ERAP1, Leu-AMC fluorescence, 60 min;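 active = mean replicate inhibition of at least 30%, or all replicates individually reaching that 30% level; inactive = mean below 30% and not every replicate reaching it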;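 note: 0% = neutral control wells and 100% = L-leucinethiol positive control wells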
Numbers without * were called inactive; . = not tested or not shown; & = joins results of further samples.

item | molecule | esBAF inh | XiGFP reactiv | E-selectin induc | RAD54 branch | RAD52 inh | S100A4 MyoIIA | ERp5 inh | ERAP1 HTS inh
1 | C[C@H]1CN([C@@H](C)CO)C(=O)CCCn2nncc2CO[C@@H]1CN(C)Cc1cccc2c1OCCCO2 | 2&-7 | 0.0&0.1 | -0.1&-0.4 | 6&2 | 5&6 | 9&6 | -2&-2 | -1&-4
2 | O=C(Nc1ncccn1)c1cccc(Cl)c1 | . | 0.1 | -0.1 | -6 | -7 | -2 | 2 | .
3 | Cc1ccc(NCc2nnc(SCC(=O)NCCc3ccccc3)n2C)cc1 | . | . | . | . | -7 | -3 | 2 | 0
4 | CC(C)Cn1c(=O)c2ccccc2n2c(CCC(=O)NC3CCN(Cc4ccccc4)CC3)nnc12 | -2 | 0.3 | . | -2 | -14 | 2 | 7 | -2
5 | Cc1nnc(NC(=O)c2oc3ccccc3c2C)s1 | . | 0.0 | . | 3 | -7 | -1 | -3 | 3
6 | Cc1cc(N2CCN(C(C(=O)NC3CCCC3)C(C)C)CC2)c2ccccc2n1 (configuration not stated) | . | 0.0 | 2.6 | . | -4 | -4 | 3 | .
7 | CCCNC(=O)C1(C)CCCN(Cc2cc(-c3ccccc3)nn2C)C1 (configuration not stated) | -11 | 0.2 | -0.1 | 7 | -2 | -3 | 4 | -3
8 | COCCN(C(=O)CSc1nc2ccccc2o1)c1c(N)n(Cc2ccccc2)c(=O)[nH]c1=O | -4 | -0.1 | . | 1 | -17 | 1 | -4 | 1
9 | COc1cccc(OCCCn2ccnc2)c1 | 2 | 0.0 | 0.1 | -1 | -4 | 0 | 1 | 0
10 | COC(=O)c1ccc(CNC(=O)c2ccc(S(=O)(=O)N3CCCCCC3)cc2)cc1 | 1 | 0.0 | . | . | -6 | 0 | 9 | 1
11 | COc1ccccc1Nc1ccc2nonc2c1[N+](=O)[O-] | -2 | 0.1 | . | -3 | -14 | -3 | 0 | -4
12 | Fc1ccc(OCc2nc(-c3ccncc3)n[nH]2)cc1 | . | 0.0 | . | . | -9 | -2 | -1 | -6
13 | COc1ccc(CN(C)CCCn2cnc(C(=O)Nc3ccc(C)c(C)c3)n2)cc1OC | 3 | 0.0 | 0.0 | -13 | -12 | -9 | 2 | -3
14 | O=C(c1ccc(Cl)cc1[N+](=O)[O-])N1CCOCC1 | 3 | 0.0 | . | 11 | -10 | 6 | -6 | 1
15 | COc1ccc(N(CC(=O)NCc2ccccc2Cl)S(=O)(=O)c2c(C)noc2C)cc1 | 3 | 0.3 | 0.0 | 8 | -8 | -27 | -8 | -1
16 | CCCCCCCCN1C(=O)[C@@H](CC(=O)NCCCC)C[C@@]2(C(=O)OC)C1=C[C@H](C(C)(C)C)O[C@@H]2C | . | 0.1 | -0.1 | . | -8 | 4 | 2 | 5
17 | CCCn1c(N)c(N(CCOC)C(=O)c2c(CC)noc2C)c(=O)[nH]c1=O | 0 | -0.1 | . | -9 | -17 | -7 | 1 | -3
18 | Cc1occc1C(=O)Nc1cnn(CCCC(=O)O)c1 | . | 0.0 | -0.9 | 4 | -3 | -1 | 1 | -1
19 | CCC(=O)c1ccc(OCc2cn(CC(=O)c3ccc(O)cc3)nn2)cc1 | 3 | 0.8 | -0.3 | -1 | -7 | -8 | 6 | .
20 | CN(CC(=O)Nc1ccc(Cl)c(C(F)(F)F)c1)C(=O)c1cccc(N2C(=O)CCC2=O)c1 | 3 | 0.0 | 0.3 | -6 | 10 | -2 | -2 | -2
21 | O=S1(=O)C[C@H](N2CCOCC2)[C@@H](COCc2ccccc2)N1 | 1 | -0.1 | 0.0 | 5 | 0 | 5 | 1 | 1
22 | O=C1Nc2ccccc2C(=O)N2C[C@@H](O)C[C@H]12 | 7 | 0.0 | 0.0 | -6 | -2 | -1 | 6 | -4
23 | Cc1cc2oc3cc(NCCC4CCCN4C)ccc3c(=O)c2cc1C (configuration not stated) | 38 | 0.2 | . | 69* | -261 | -12 | 6 | -157
24 | COc1ccccc1NC(=O)N1CCCCN2[C@H](CO)[C@@H](c3ccc(C#CC4CC4)cc3)[C@@H]2C1 | . | . | . | . | 24 | 2 | 5 | 1
25 | Cc1ccccc1S(=O)(=O)NCC[C@H]1CC[C@H](NC(=O)C2CCOCC2)[C@@H](CO)O1 | 3 | 0.0 | -0.1 | 6 | 4 | -20 | 0 | -2

Rewritten with one line to a screen: entries from further up
(1) C[C@H]1CN([C@@H](C)CO)C(=O)CCCn2nncc2CO[C@@H]1CN(C)Cc1cccc2c1OCCCO2
(2) O=C(Nc1ncccn1)c1cccc(Cl)c1
(3) Cc1ccc(NCc2nnc(SCC(=O)NCCc3ccccc3)n2C)cc1
(4) CC(C)Cn1c(=O)c2ccccc2n2c(CCC(=O)NC3CCN(Cc4ccccc4)CC3)nnc12
(5) Cc1nnc(NC(=O)c2oc3ccccc3c2C)s1
Assay by compound	1	2	3	4	5
esBAF inh	2&-7	.	.	-2	.
XiGFP reactiv	0.0&0.1	0.1	.	0.3	0.0
E-selectin induc	-0.1&-0.4	-0.1	.	.	.
RAD54 branch	6&2	-6	.	-2	3
RAD52 inh	5&6	-7	-7	-14	-7
S100A4 MyoIIA	9&6	-2	-3	2	-1
ERp5 inh	-2&-2	2	2	7	-3
ERAP1 HTS inh	-1&-4	.	0	-2	3

Limited to RAD54 branch, for some of the entries so far:
item	Structure	RAD54 branch
17	CCCn1c(N)c(N(CCOC)C(=O)c2c(CC)noc2C)c(=O)[nH]c1=O	-9
5	Cc1nnc(NC(=O)c2oc3ccccc3c2C)s1	3

(more compounds)
item | molecule | esBAF inh | XiGFP reactiv | E-selectin induc | RAD54 branch | RAD52 inh | S100A4 MyoIIA | ERp5 inh | ERAP1 HTS inh
26 | Cc1noc(C)c1NC(=O)N(C)C[C@H]1Oc2c(NC(=O)C3CC3)cccc2C(=O)N([C@@H](C)CO)C[C@H]1C | 1 | 0.1 | -0.4 | 9 | 5 | 0 | -4 | 2
27 | CCCNC(=O)N(C)C[C@@H]1Oc2cc(C#Cc3ccccn3)ccc2S(=O)(=O)N([C@@H](C)CO)C[C@@H]1C | 5 | 0.1 | -0.4 | -6 | -10 | 2 | -2 | 0
28 | C=CCNC(=O)C1COc2ccccc2O1 (configuration not stated) | 6 | 0.4 | -0.5 | -4 | -5 | 0 | -5 | -1
29 | CO[C@@H](CN(C)S(=O)(=O)c1ccc(F)cc1)[C@@H](C)CN(Cc1ccccc1Cl)[C@H](C)CO | 10 | 0.1 | 0.7 | -7 | -13 | 0 | -1 | 1
30 | COc1cccc(CNC(=O)C[C@@H]2C=C[C@@H](NC(=O)C3CCOCC3)[C@@H](CO)O2)c1 | -1 | 0.0 | 0.1 | 2 | 6 | 13 | -1 | -2
31 | COCC(=O)N1C[C@@H](C)[C@H](OC)CN(C)C(=O)c2cc(NC(=O)c3cc(C)on3)ccc2OC[C@@H]1C | -5 | 0.0 | -0.2 | 3 | -9 | 7 | 2 | 2
32 | CCC(Oc1ccccc1)C(=O)OCC(=O)Nc1sccc1C(N)=O (configuration not stated) | 3 | 0.1 | -0.3 | -8 | -13 | -45 | 0 | 1
33 | O=C(CSc1nccn(-c2ccc3c(c2)OCCO3)c1=O)Nc1ccccc1 | 49* | 0.3 | 0.0 | . | -14 | 0 | -4 | 5
34 | Cc1cc(N2CCN(C(=O)c3ccco3)CC2)n2nc(C)nc2n1 | -1 | 0.5 | -0.1 | 7 | -3 | -2 | 1 | 0
35 | Cc1cc(Cl)n2ncc(-c3ccccc3)c2n1 | 48* | 0.0 | -0.1 | -10 | -5 | -3 | 2 | 7
36 | CCCCCC(=O)N1CCN(S(=O)(=O)c2ccc3c(c2)OCCCO3)CC1 | . | 0.1 | 0.0 | -1 | -7 | -3 | -2 | 1
37 | O=C(NCCN1CCNC1=O)C1CCC(=O)N(CCc2ccccc2)C1 (configuration not stated) | -1 | 0.0 | -0.8 | -1 | -1 | 4 | 4 | 0
38 | O=C(CSc1nc2c(cnn2-c2ccccc2)c(=O)[nH]1)c1ccc(Cl)cc1 | -4 | . | . | 11 | -10 | -3 | 1 | -1
39 | CC(C)[C@@H](C)NC(=O)N(C)C[C@H]1OCc2ccccc2-c2ccccc2C(=O)N([C@@H](C)CO)C[C@@H]1C | 2 | 0.3 | 0.0 | 6 | 0 | -11 | -5 | 0
40 | Cc1cc(NC(=O)CSc2nccn2C)no1 | . | 0.1 | . | . | -23 | 2 | -8 | 0
41 | C[C@@H]1CCCCO[C@@H](CN(C)C(=O)c2ccncc2)[C@@H](C)CN([C@H](C)CO)C(=O)c2cc(NC(=O)c3ccncc3)ccc2O1 | -6 | 0.2 | -0.4 | 1 | 0 | 13 | -4 | -1
42 | C[C@@H]1CCCCO[C@H](CN(C)Cc2ccc(Cl)c(Cl)c2)[C@H](C)CN([C@@H](C)CO)C(=O)c2cc(NC(=O)CCC(F)(F)F)ccc2O1 | 3 | 0.1 | -0.1 | 2 | -16 | -6 | 4 | -1
43 | CCn1c2ccccc2c2cc(NC(=O)c3ccccc3-c3ccccc3C(=O)O)ccc21 | -1 | 0.0 | -0.2 | 9 | -5 | -3 | 4 | -3
44 | CC1(OC(=O)CCc2ccccc2)C(=O)C=C2C=C(c3ccc(C#N)cc3)N(c3ccccc3)C=C2C1=O (configuration not stated) | -3 | 0.3 | 1.9 | 3 | -4 | -5 | -3 | 1
45 | CCn1c(SCC(=O)O)nnc1-c1ccccc1OC | 5 | 0.0 | 5.8 | -6 | -6 | 4 | 2 | 1
46 | C[C@H](CCC(=O)O)[C@H]1CC[C@H]2[C@@H]3CC[C@@H]4C[C@H](O)CC[C@]4(C)[C@H]3C[C@H](O)[C@]12C | -1&2&-4 | 0.4&0.6&0.1 | 0.1&0.1&-2.4 | -13&4&1 | -10&-14&7&-2 | -3&-4&2&-1 | -1&4&-2&-2 | 12&13&5&4
47 | CC(C)c1ccc(S(=O)(=O)N2CCN(C(=O)CN3C(=O)NC(C)(c4ccccc4)C3=O)CC2)cc1 (configuration not stated) | -7 | 1.5 | . | -4 | -3 | 3 | -2 | -2
48 | COc1ccc(S(=O)(=O)N[C@H]2C=C[C@@H](CC(=O)N3CCN(c4ccccc4)CC3)O[C@@H]2CO)cc1 | 7 | 0.0 | -1.3 | -2 | -24 | -2 | 2 | 1

Whole records, looked up by structure.
COCC(=O)N1C[C@@H](C)[C@H](OC)CN(C)C(=O)c2cc(NC(=O)c3cc(C)on3)ccc2OC[C@@H]1C is entered as esBAF inh: -5; XiGFP reactiv: 0.0; E-selectin induc: -0.2; RAD54 branch: 3; RAD52 inh: -9; S100A4 MyoIIA: 7; ERp5 inh: 2; ERAP1 HTS inh: 2
O=C(CSc1nccn(-c2ccc3c(c2)OCCO3)c1=O)Nc1ccccc1 is entered as esBAF inh: 49*; XiGFP reactiv: 0.3; E-selectin induc: 0.0; RAD54 branch: .; RAD52 inh: -14; S100A4 MyoIIA: 0; ERp5 inh: -4; ERAP1 HTS inh: 5
